RGS7-Gao reg: human RGS7-Galphao interaction regulation; P09471; binding response (% of control), % at 10 µM; Multiplexed bead flow cytometry, RGS7-Galphao binding; actives lie on both sides; 220,000 tested, 0.35% active; in the data active = binding response below about 49% or above about 150%; inconclusive = no clear call, values can overlap the other calls; inactive = in between;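 note: fluorescent Galphao held in activated GDP-AlF4 state binding bead-coupled RGS7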
Target sequence (P09471 whole entry, looked up): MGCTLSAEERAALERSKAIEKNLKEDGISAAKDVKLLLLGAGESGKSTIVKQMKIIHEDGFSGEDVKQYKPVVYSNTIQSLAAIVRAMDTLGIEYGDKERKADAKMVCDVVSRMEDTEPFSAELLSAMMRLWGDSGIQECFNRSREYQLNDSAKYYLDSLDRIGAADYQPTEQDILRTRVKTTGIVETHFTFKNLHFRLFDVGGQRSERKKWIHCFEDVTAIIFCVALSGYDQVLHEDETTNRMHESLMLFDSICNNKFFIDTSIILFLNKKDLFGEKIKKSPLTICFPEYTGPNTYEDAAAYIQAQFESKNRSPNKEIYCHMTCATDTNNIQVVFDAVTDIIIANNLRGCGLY
RGS4-Gao reg: modulates binding of RGS4 to human Galphao. binding response (% of control), % at 10 µM. P09471. 220,000 tested, 0.33% active. Multiplexed bead flow cytometry; actives lie on both sides; in the data active = binding response below about 49% or above about 150%; inactive = in between;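 note: fluorescent Galphao activated with aluminum fluoride binding bead-coupled RGS4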
Mcl1-Bid inh: Mcl-1/Bid interaction inhibition. Q07820. AID 1021. inhibition, % at 21.7 µM. TR-FRET Mcl-1/Bid-Dy647 peptide binding, 1536-well. 220,000 tested, 0.97% active;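 active = compounds that cut the binding signal by more than half at the single screening dose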;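 note: His-tagged Mcl-1 with europium anti-His antibody binding Bid BH3 peptide; 0% = Mcl-1 plus peptide wells and 100% = peptide-only wells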
Target sequence (Q07820 whole entry, looked up): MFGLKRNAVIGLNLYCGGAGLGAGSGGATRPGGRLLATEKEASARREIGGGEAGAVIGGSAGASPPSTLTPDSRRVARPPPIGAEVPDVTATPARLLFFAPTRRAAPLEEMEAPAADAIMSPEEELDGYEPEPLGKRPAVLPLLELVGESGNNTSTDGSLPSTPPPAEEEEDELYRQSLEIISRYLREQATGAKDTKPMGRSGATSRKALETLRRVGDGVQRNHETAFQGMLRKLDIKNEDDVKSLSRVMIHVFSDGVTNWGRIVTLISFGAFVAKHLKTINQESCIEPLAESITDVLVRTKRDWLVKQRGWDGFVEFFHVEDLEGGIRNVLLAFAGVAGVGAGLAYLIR
RGS8-Gao reg: modulates binding of RGS8 to human Galphao; P09471; multiplexed bead flow cytometry; actives lie on both sides; response (percent of control binding), % at 10 µM; 220,000 tested, 0.34% active; in the data active = response below about 60% or above about 140%; inactive = in between;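 note: Galphao activated as the GDP aluminium fluoride complex binding bead-coupled RGS8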
* marks the source's active call; other numbers are inactive results; ? = inconclusive; · = not tested or not shown. The list is partial. The share of hits here may be higher or lower than overall.

RGS7-Gao reg	Mcl1-Bid inh	RGS8-Gao reg	RGS4-Gao reg	mol
?	-3.6	104.3	101.5	NC(=O)CC(NC(=O)c1cccc(Br)c1)c1ccc(N2CCC(N3CCCC3)CC2)c([N+](=O)[O-])c1 (stereo not given)
?	-11.2	96.7	95.1	Clc1ccccc1C1CC(c2ccccc2)=Nc2ccccc2N1 (stereo not given)
?	-8.6	100.7	98.7	O=C(COc1ncnc2ccccc12)Nc1cc(S(=O)(=O)N2CCOCC2)ccc1Cl
?	-13.6	99.1	99.3	Cc1ccc(N=Cc2c(C)[nH]n(-c3ccccc3)c2=O)nc1
?	-4.9	100.6	99.0	O=c1[nH]c(CN2CCN(S(=O)(=O)/C=C/c3ccccc3)CC2)nc2cc(Cl)ccc12
?	-23.6	100.4	93.6	CNc1nc2cccnc2s1
?	-7.2	100.9	101.5	CSCCn1c(C(C)(C)C)cc(C(=O)O)c1C
?	-20.6	100.6	103.8	COc1ccc(-c2c([C@H]3[C@H]4C=CC[C@@H](C)[C@@H]4C(=O)N3Cc3ccccc3)ccc3ccccc23)cc1OC
?	-6.1	100.7	106.7	CN1CCN(CC(=O)Nc2c(C#N)cnn2-c2ccccc2)CC1
?	26.3	99.1	103.3	Cc1ccc2nc(Cl)c(/C=C/C(=O)c3ccco3)cc2c1
?	-98.0	102.9	106.1	O=C(/C=C/c1ccccc1)C1=C(O)C(=O)N(CCO)C1c1cccc([N+](=O)[O-])c1 (stereo not given)
?	-4.5	102.1	104.5	COC(=O)c1sc(C(C)(C)C)cc1CS(=O)(=O)c1ccccn1
?	24.3	100.7	104.3	COc1ccc2nc(SCC(=O)C(C)(C)C)[nH]c2c1
?	-80.4	102.2	105.2	COc1cc(/C=N\NC(=O)C2COc3ccccc3O2)cc(OC)c1O (stereo not given)
?	-35.4	97.3	97.1	CCCCCCN(C(=O)CCCCCN1C(=O)NC(c2ccc(C(C)(C)C)cc2)C(C(=O)OCc2ccccc2)=C1C)C(C(=O)NCCCC)c1ccc(OCC(=O)OC)c(C(=O)OC)c1 (stereo not given)
?	-4.9	100.2	102.6	O=C1CCCCCN1CP(=O)(O)CN1CCCCCC1=O
?	-38.6	103.3	103.8	O=C(NC(=S)Nc1cccc(F)c1)c1cccc([N+](=O)[O-])c1
?	-6.9	101.0	97.7	O=C(Cn1cc(C(F)(F)F)ccc1=O)Nc1ccccc1
?	-1.3	101.8	99.7	CC(C)N(C(=O)c1ccc(-c2ccccc2F)cc1)C(C)C
?	-9.9	100.7	96.6	CC(NC(=O)c1ccc(Cl)c(Cl)c1)c1ccc(-c2ccccc2)cc1 (stereo not given)
?	-13.7	104.5	109.3	CC(=O)c1cccc(NC(=O)C(C)N2CCc3ccccc3C2)c1 (stereo not given)
?	-81.0	102.9	99.9	N#C/C(=C/c1ccc(Br)o1)C(N)=S
?	-54.1	89.3	84.8	CC(=O)Nc1ccc(NC(=O)CCCSc2nc3ccccc3[nH]2)cc1
?	-26.2	105.3	104.6	CC[N+](CC)(CC#Cc1ccccc1)CC#Cc1ccccc1
?	-22.3	105.3	109.1	CSc1nnc(C(C)(C)C)c(=O)n1/N=C/c1ccccc1
?	-0.7	106.5	124.3	CCCOc1ccc(Oc2nc(-c3ccncc3)nc3ccccc23)cc1
?	-62.9	100.7	102.5	CCC1CCCCN1C(=S)NC(=O)c1cc(S(=O)(=O)N2CCOCC2)ccc1C (stereo not given)
?	-118.0	103.6	98.5	CCCCCn1c(NC2CCCCC2)nc2c1c(=O)[nH]c(=O)n2C
?	-15.4	90.4	74.2	COc1ccc(NC(=O)Nc2cnccn2)cc1
?	-15.9	93.5	93.6	CCCCOc1ccc(C(O)C(CN2CCOCC2)c2ccccc2)cc1 (stereo not given)
?	2.2	104.7	109.5	Cc1[nH]n(C)c(=O)c1C(=O)c1c(-c2ccccc2Cl)noc1C
?	-25.5	97.5	95.2	CC(C)(C)c1ccc(C(=O)NNC(=O)c2cccc(-n3cnnn3)c2)cc1
?	-123.6	101.0	100.3	Nc1o[nH]c(=O)c1Cc1ccccc1
?	-32.8	97.8	96.4	Cc1ccccc1-c1ccc(=O)n(CC(=O)Nc2ccc(-n3cnnn3)cc2)n1
?	-18.6	99.7	100.6	O=C(NCc1ccco1)C1CC(c2ccc(F)cc2)=NO1 (stereo not given)
?	-4.3	101.2	102.4	CCOC(=O)c1[nH]ncc1CN1CCC(Cc2ccccc2)(C(=O)OCC)CC1
?	3.6	102.5	103.5	COc1ccc2[nH]c(C(=O)NCCc3ccccc3)cc2c1
?	1.1	100.0	103.2	c1csc(-c2nnc(COc3ncnc4sccc34)o2)c1
?	-15.9	90.9	87.5	CCC(C)NC(=O)C1=CCN(S(=O)(=O)c2ccc(C)cc2)CC1 (stereo not given)
?	-11.8	101.0	99.2	COC(=O)c1scc(C)c1NC(=O)CSc1ccc(Cl)cc1
?	-7.7	99.0	96.3	Cc1cccc(S(=O)(=O)Nc2nc3ccccc3nc2NCC2CCCO2)c1 (stereo not given)
?	-9.7	99.6	100.7	Cc1cc(Cl)n2ncc(-c3ccccc3)c2n1
?	2.9	103.1	99.0	Cc1ccc(NS(=O)(=O)c2cccc3nsnc23)cc1
?	-14.9	103.8	102.8	CCOC(=O)C1CCN(S(=O)(=O)c2ccc(Cl)nc2)CC1
?	-3.4	99.5	97.8	COC(=O)c1cc(=O)n(Cc2cccs2)c(=Nc2ccccc2)s1
?	-30.1	98.0	97.3	CCn1c(=O)c([N+](=O)[O-])c(NC2CCS(=O)(=O)C2)c2ccccc21 (stereo not given)
?	-26.9	109.9	111.4	COc1cc2ncc(C(=O)c3ccccc3)c(N3CCN(Cc4ccccc4)CC3)c2cc1OC
?	-12.7	95.6	100.9	O=C1/C(=C/c2ccc([N+](=O)[O-])cc2)CCc2ccccc21
·	-1.7	94.5	90.8	Cc1ccc(-c2nn(CCC(=O)Nc3cccnc3)c(=O)c3ccccc23)cc1
?	-28.0	86.0	80.6	CN(c1ccccc1)S(=O)(=O)c1cccc(NC(=O)c2cc3ccccc3oc2=O)c1
?	-20.5	93.4	93.3	Cc1cc(C[n+]2cc(Cl)ccc2N)c2ncccc2c1
?	5.5	99.1	103.8	O=C(O)c1ccc(/C=N/Nc2nc(N3CCCCC3)nc(N3CCCCC3)n2)cc1
?	-58.5	94.1	91.2	O=C1C=C(Nc2ccccc2C(=O)O)c2ccccc2C1=O
?	-15.3	100.2	98.9	Cc1cc(C(=O)NNS(=O)(=O)c2ccc(C(C)(C)C)cc2)nn1C(C)(C)C
?	11.4	109.0	115.3	O=C(Nc1ccc(-n2ccc(C(F)(F)F)n2)cc1)Nc1cccc(Cl)c1
?	-37.5	100.4	96.6	O=C(N/N=C/c1cccs1)c1cccnc1
?	-8.6	101.7	103.0	Nc1c(C(=O)c2cccs2)sc2nsc(SCCN3CCCCC3)c12
?	-1.6	99.7	96.2	CC(C)(C)OC(=O)N1CCC[C@H]1C(=O)N/N=C/c1ccc2ncccc2c1
?	-5.9	98.7	97.4	COc1ccc(CCNC(=O)CNC(=O)Cn2ccc3ccccc3c2=O)cc1OC
?	-17.8	86.8	76.7	COc1ccc(CCNC(=O)C2CC3Cn4c(nc5ccccc54)C3N2C)cc1 (stereo not given)

Quoted at random: three records from the list
RGS7-Gao reg	Mcl1-Bid inh	RGS8-Gao reg	RGS4-Gao reg	mol
?	-37.5	100.4	96.6	O=C(N/N=C/c1cccs1)c1cccnc1
·	-1.7	94.5	90.8	Cc1ccc(-c2nn(CCC(=O)Nc3cccnc3)c(=O)c3ccccc23)cc1
?	-5.9	98.7	97.4	COc1ccc(CCNC(=O)CNC(=O)Cn2ccc3ccccc3c2=O)cc1OC

The results go on:
RGS7-Gao reg	Mcl1-Bid inh	RGS8-Gao reg	RGS4-Gao reg	mol
?	-44.0	101.0	108.0	CC(Nc1ccc(Cl)c(Cl)c1)C(=O)NN (stereo not given)
?	-8.6	103.0	102.6	COc1c(C(=O)NNC(=O)c2ccccc2)csc1Br
?	-9.7	96.8	92.2	Cc1cccc(NC(=O)CN(C)S(=O)(=O)c2cccc3cccnc23)c1C
?	-62.6	97.5	100.0	COc1ccc(NC(=O)c2ccc(S(=O)(=O)N(C)c3ccccc3)cc2)cn1
?	10.2	97.9	95.0	COc1cc(NC(=O)CSCC(=O)Nc2cc(OC)cc(OC)c2)cc(OC)c1
?	-53.5	100.6	102.0	CCNC(=S)Nn1cnc2ccccc21
?	0.5	97.9	101.1	O=C(CNCc1ccccc1Cl)Nc1ccc2c(c1)OCCO2
?	-5.1	101.5	101.5	CCCCc1ccc(N/C(N)=N/c2nc(C)cc(C)n2)cc1
?	-5.7	96.8	84.8	O=C(Nc1ccc(Nc2ccncc2)cc1)c1ccc([N+](=O)[O-])cc1
?	-19.8	100.6	95.4	O=C1[C@@H]2C(c3cccnc3)=NO[C@@H]2C(=O)N1c1ccc(Cl)cc1Cl
?	-13.4	86.0	75.3	O=C(NCC1CCCO1)C(=O)N/N=C/c1ccc(O)c(Cl)c1 (stereo not given)
?	33.6	90.0	80.4	Clc1ccc(N=NN2CCOCC2)cc1

Full records from above:
Clc1ccc(N=NN2CCOCC2)cc1 in the list: RGS7-Gao reg = ?; Mcl1-Bid inh = 33.6; RGS8-Gao reg = 90.0; RGS4-Gao reg = 80.4
COc1ccc(NC(=O)c2ccc(S(=O)(=O)N(C)c3ccccc3)cc2)cn1 in the list: RGS7-Gao reg = ?; Mcl1-Bid inh = -62.6; RGS8-Gao reg = 97.5; RGS4-Gao reg = 100.0

The list continues.
RGS7-Gao reg	Mcl1-Bid inh	RGS8-Gao reg	RGS4-Gao reg	mol
?	-67.1	100.5	96.8	N/N=C(\Cc1cscn1)c1ccc(O)cc1O
?	-52.0	106.5	113.2	O=C(Cc1cccs1)N=Nc1c(O)[nH]c2ccccc12
?	-25.9	96.8	88.5	COc1ccc(/C=C2\Oc3cc(OC(=O)N4CCOCC4)ccc3C2=O)c(OC)c1
?	-4.0	103.3	103.7	Nc1nnc(CC(=O)N/N=C/c2ccc(-c3ccc(F)cc3)o2)s1
?	-29.8	98.8	104.9	NC(=O)CC(NC(=O)Cc1ccc(Br)cc1)c1ccc(NCCc2cccc(F)c2)c([N+](=O)[O-])c1 (stereo not given)
?	-10.8	99.0	98.9	CCN(CC)S(=O)(=O)c1ccc2c(c1)N(CC(=O)NCc1ccccn1)C(=O)CO2
?	-28.0	106.6	109.0	Cc1cccn2c(=O)c(/C=C(\C#N)S(=O)(=O)c3ccccc3)c(N3CCCCC3)nc12
?	-91.0	100.3	98.4	Cc1cc(/C=C2\C(=N)N3N=C(C(C)C)SC3=NC2=O)c(C)n1Cc1ccccc1
?	-88.8	102.0	105.0	CN1C(=S)SC(/[N+]([O-])=C/c2ccc(Cl)cc2)C1(C)C (stereo not given)
?	-53.8	100.4	103.0	Cc1c(C#N)c(O)n(CCO)c(=O)c1N=Nc1ccc2c(c1)COC2=O
?	-35.6	100.3	83.9	O=C(O)CCCCCNC(=O)Cn1nnc2ccccc2c1=O
?	-3.5	99.5	98.5	C=C(C)C(=O)Nc1cccnc1Oc1ccc(F)cc1F
?	-3.0	99.3	98.4	Cc1ccccc1-c1noc(-c2ccccc2C(=O)O)n1
?	-135.3	102.3	107.0	CCN1/C(=C/C(=S)Nc2ccccc2)Sc2ccccc21
?	-17.1	100.3	101.0	CCOC(=O)c1sc(SC)c2c1CCC/C2=N/OC
?	-34.3	102.1	96.8	Cc1ccc(N/N=C(\C#N)C(=O)c2ccsc2)cc1
?	4.1	100.2	97.4	Clc1cccc(Cl)c1/C=N/Nc1c(Cl)cncc1Cl
?	-22.5	99.3	99.9	COc1ccc(NC(=O)/C=C/C(=O)O)c(OC)c1
?	-0.6	100.9	101.4	COc1cc(C2=Nc3ccc(Br)cc3C(c3ccccc3)N2CC(=O)NN)cc(OC)c1OC (stereo not given)
?	-88.1	99.3	102.0	CC(C)(C)c1cc(C(=O)C[n+]2ccc(C(=O)NCCCO)cc2)cc(C(C)(C)C)c1O
